Assay outcomes deposited in PubChem by several laboratories.
PME-1 inh: blocks human protein phosphatase methylesterase 1 | inhibition, % at 5.9 µM | recombinant PME-1, FP-Rh probe fluorescence polarization | 320,000 tested, 0.53% active | AID 2130 | Q9Y570;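 active = inhibition above the campaign mean of all compounds plus 3 SD, cut at about 26% in these data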;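 note: competitive labeling of PME-1 active site by serine hydrolase directed probe; 0% = PME-1 with DMSO and 100% = wells lacking PME-1 enzyme; inhibitors block probe labeling so polarization falls and inhibition rises; many of its hits are not listed in these tables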
MCL1 BIM primary: inhibitors of human MCL1 binding to BIM-BH3 peptide | 320,000 tested, 0.68% active | inhibition, % at 10.9 µM | GST-MCL1 / FITC-Bim-BH3 fluorescence polarization | AID 2057;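 active = inhibition above the mean inhibition of all tested compounds plus 3 SD, set per campaign, cut at about 40% in these data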;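 note: 0% = DMSO wells and 100% = unlabeled Bim-BH3 peptide control; higher means more loss of mP so more displacement of Bim peptide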
Target sequence (Q07820 whole entry, looked up): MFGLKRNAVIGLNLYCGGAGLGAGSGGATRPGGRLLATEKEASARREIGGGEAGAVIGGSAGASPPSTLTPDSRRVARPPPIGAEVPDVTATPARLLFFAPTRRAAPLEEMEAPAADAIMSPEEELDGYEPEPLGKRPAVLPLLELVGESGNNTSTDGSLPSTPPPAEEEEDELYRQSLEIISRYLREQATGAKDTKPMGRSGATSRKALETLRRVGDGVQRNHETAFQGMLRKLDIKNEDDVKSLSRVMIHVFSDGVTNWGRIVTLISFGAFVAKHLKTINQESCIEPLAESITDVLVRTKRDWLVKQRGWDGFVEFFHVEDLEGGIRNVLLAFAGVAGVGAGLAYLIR
Efflux pump mplx: blocks antifungal efflux pumps in multiplex yeast assay | S. cerevisiae Candida pump triplex, Nile Red efflux | inhibition, % at 10 µM | 330,000 tested, 0.44% active;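 active = plate passing quality check with inhibition over a set limit, or well fluorescence over plate mean plus 4 SD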;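 note: Nile Red retained in pooled yeast measured as flow cytometry median fluorescence; 0% = buffer negative control and 100% = Enniatin B positive control; higher means more Nile Red kept so more efflux inhibition; some compounds called inactive have numbers as strong as hits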
MEX-5 binding: C. elegans MEX-5 TCR-2 RNA binding activity; Q9XUB2; MEX-5/FITC-TCR2 RNA binding, fluorescence polarization; active compounds read low; activity score (negative = inhibition of binding), % at 10 µM; 300,000 tested, 0.38% active;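 active = inhibition past about -25% in most replicates, and total fluorescence under double the plate's negative control median, limit read from the data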;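 note: 0% = DMSO and -100% = 5 µM competing unlabeled TCR2 RNA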
BCLXL inh: inhibitors of human Bcl-xL | 320,000 tested, 0.7% active | GST-Bcl-xL / FITC-Bim BH3 peptide fluorescence polarization | Q07817 | inhibition, % at 10.9 µM | AID 2129;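 active = inhibition above the mean of all tested compounds plus 3 SD, cutoff set per campaign, cut at about 30% in these data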;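 note: 0% = DMSO wells and 100% = unlabeled Bim-BH3 peptide competitor; inhibitors lower millipolarization by displacing the labeled peptide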
Target sequence (Q07817 whole entry, looked up): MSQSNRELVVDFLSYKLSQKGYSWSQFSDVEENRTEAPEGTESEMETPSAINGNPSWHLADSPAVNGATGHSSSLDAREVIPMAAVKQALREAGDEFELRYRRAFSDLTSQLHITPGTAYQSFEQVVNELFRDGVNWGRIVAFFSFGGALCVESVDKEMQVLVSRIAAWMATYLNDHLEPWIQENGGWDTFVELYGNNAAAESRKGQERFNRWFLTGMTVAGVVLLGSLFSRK
VLA-4 inh: inhibition in a human VLA-4 binding assay; P13612; VLA-4 expressing cells, ligand binding flow cytometry; inhibition, % (about 7 µM as worked out from the volumes in the protocol); 330,000 tested, 0.2% active; in the data active = inhibition above about 50%
GLD-1 TGE inh: GLD-1-TGE RNA interaction inhibition (C. elegans); inhibition, % at 5.96 µM; purified GLD-1 + fluorescein TGE RNA, fluorescence polarization; AID 2280; Q17339; 320,000 tested, 0.44% active;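 active = percent inhibition above a per-plate cutoff, the plate mean of test compounds plus 3 SD, cut at about 30% in these data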;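 note: 0% = DMSO wells with GLD-1 and probe and 100% = wells lacking GLD-1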
Fam108B counter: counter-screen for RBBP9 inhibitors: inhibitors of mouse Fam108B; 300,000 tested, 0.33% active; inhibition, % at 9.51 µM; recombinant Fam108B, FP-Rh probe fluorescence polarization;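 active = inhibition above the screen mean inhibition plus 3 SD, computed separately per campaign, cut at about 18% in these data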;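 note: inhibitors lower polarization as less probe binds the enzyme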
GRK2 inh: inhibitors of human GRK2 displacing RNA aptamer; P25098; bead flow cytometry, FAM-aptamer displacement from GRK2; inhibition of aptamer binding, % at 10 µM; 330,000 tested, 0.59% active; AID 488847;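 active = inhibition of aptamer binding above 40%, roughly 3 SD of noise, on plates passing a quality check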;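 note: median bead fluorescence of bound FAM aptamer so fluorescent compounds give negative values; no value below 0 was filed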
Active calls of the source: *; i = inactive; · = no result given; & = joins results of further samples.

SMILES	PME-1 inh	MCL1 BIM primary	Efflux pump mplx	MEX-5 binding	BCLXL inh	VLA-4 inh	GLD-1 TGE inh	Fam108B counter	GRK2 inh
CC(c1ccon1)N(C)Cc1cn(C)nc1-c1cccc(Cl)c1 (stereo not given)	1	-1	-0.1	-1.2	2	7	3	3	1
CCOc1ccccc1OCCC(=O)N1CCN(S(=O)(=O)c2ccccc2[N+](=O)[O-])CC1	4	-3	-0.4	·	2	3	9	·	3
CC(C)C(=O)N1CCN(c2ccccc2NC(=S)NC(=O)c2cccs2)CC1	2	17	0.0	-0.5	8	3	1	1	3
CS(=O)(=O)c1ccc(Cl)c(NC(=O)COC(=O)Cc2c[nH]c3ccccc23)c1	4	-2	-0.4	1.9	-2	7	8	-1	0
O=C(O)c1cc(-c2ccc(/C=c3\sc4nc5ccc(Br)cc5n4c3=O)o2)ccc1Cl	15	-8	1.6*	-29*	-27	-144	-52	0	19
COc1ccc(C(=O)N/C(=C\c2cccs2)c2nc3ccccc3[nH]2)cc1OC	5	0	-0.2	·	-2	-3	3	7	3
O=C(Nc1ccc(Cl)cc1)N1CCSCC1	-6	1	-0.2	0.3	-1	6	1	-4	0
CCCCOc1cccc(C(=O)Nc2ccc(S(=O)(=O)Nc3nnc(CC)s3)cc2)c1	-9	11	0.1	-11	3	-6	10	-5	0
CCN(CC)S(=O)(=O)c1ccc(Cl)c(C(=O)NCc2ccco2)c1	-3	-11	-0.1	0.4	0	5	-3	-2	1
CN1[C@@H]2CC(OC(=O)[C@H](CO)c3ccccc3)C[C@H]1[C@@H]1O[C@@H]12 (stereo not given in full)	3&3&1	-3&-4&1	0.1&-0.1&0.2&-0.1	0.5&-0.2	-1&1&10	30&7&17&6	6&0&0&2	0&2&-4	1&4&0&4
CCN(CC(=O)Nc1cc(Cl)ccc1C)C(=O)COc1cccc2c1OC(C)(C)C2	7	-17	0.1	1.9	-9	-8	1	4	10
Cc1ccc(NC(=S)N(CCN2CCOCC2)Cc2cc3cc4c(cc3[nH]c2=O)OCO4)cc1	1	2	0.4	-0.4	6	29	4	-5	2
CC(c1nnc(SCC(=O)Nc2sccc2C#N)n1-c1ccc(Cl)cc1)N(C)C (stereo not given)	6	8	0.1	-2.1	3	-3	8	-2	0
Cc1ccc(N2C(=O)C3C(C2=O)C2C=CC3C23CC3)cc1 (stereo not given)	2	4	0.0	-1.9	7	15	-1	0	0
Cc1cc(N)n2ncc(-c3ccccc3)c2n1	4	2	-0.1	0.5	9	11	-1	2	2
Cc1cccc(C(=O)Nc2nnc(C3=COCCO3)o2)c1	0	1	-0.1	-0.6	2	-8	0	2	4
COc1ccc(Cc2nnc(SCC(=O)Nc3c(C)cccc3C)[nH]c2=O)cc1	-1	-2	0.2	-1.3	7	8	-2	-4	1
Cc1cc(/C=N/NC(=O)c2ccc(O)cc2)c(C)n1CC(C)C	1	4	-0.2	-0.3	-1	-3	1	8	3
O=C(CN1C(=O)NC(Cc2ccccc2)C1=O)Nc1ccc(OC(F)(F)F)cc1 (stereo not given)	-2	-21	-0.1	·	-7	6	5	·	0
Cc1ccc2nc(Cl)c(C3CC(c4ccco4)=NN3S(C)(=O)=O)cc2c1 (stereo not given)	-3	4	0.0	1.8	4	19	3	-3	0
O=C(OCC(=O)N1CCN(c2ccccc2)CC1)c1ccncc1	-1	-2	0.4	·	-4	6	6	·	8
COC(=O)c1ccc(NC(=O)C23CC4CC(C2)CC(n2cncn2)(C4)C3)cc1	-2	2	-0.1	0.7	0	2	-2	0	5
Cc1ccccc1NC(=S)NCc1ccccc1	5	9	8.9*	-1.3	4	-2	8	1	0
COc1ccc(CCn2c(N3CCN(Cc4ccccc4)CC3)nc3c2c(=O)[nH]c(=O)n3C)cc1	0	10	-0.2	0.3	5	1	3	0	4
Cc1cc(C)c2c(c1)/C(=N\N=c1\sc3ccccc3n1C)C(=O)N2	17	-9	0.3	-0.6	-6	-20	1	-2	0
C/C(=N\Nc1nncc2ccccc12)c1ccc(O)cc1	18	-4	-0.3	-0.4	-4	-11	8	0	0
CN1/C(=C\C=N\NC(=O)c2ccc(O)cc2)C(C)(C)c2ccccc21	-88	47*	-0.9	4.9	39*	i	32*	-75	2
COc1ccc(-c2nc(C#N)c(NCCc3ccccc3)o2)cc1	17	6	-0.1	2.8	0	14	6	5	0
Cc1ccc(S(=O)(=O)N2CCN(C(=O)c3cc4c(C)nn(-c5ccccc5)c4s3)CC2)cc1	-1	4	-0.1	3.7	1	-6	4	-13	0
O=C(c1ccc(N2C(=O)C3CC=C(Cl)CC3C2=O)cc1)N1CCCCC1 (stereo not given)	-4	0	-0.1	-0.4	9	-20	2	4	4
Cc1nn(CC(=O)Nc2ccc(Cl)cn2)c(C)c1[N+](=O)[O-]	0	-5	0.0	0.4	3	7	0	2	0
CCOc1ccccc1-c1nc(-c2ccncc2)no1	6	-1	-0.1	1.5	6	1	6	2	2
O=C1/C(=C/c2cccs2)SC(=S)N1c1cccc(O)c1	6	10	-0.4	-2.0	3	-23	2	1	0
Cn1c(=O)c2c(nc(N/N=C/c3ccc(OC(=O)c4ccco4)cc3)n2Cc2ccc(F)cc2)n(C)c1=O	6	4	0.1	-0.9	2	12	-2	13	0
O=[N+]([O-])c1cc2c(cc1Br)CCN2	5	3	-0.1	1.3	6	6	6	-4	0
Cc1nc(N2CCN(Cc3ccccc3)CC2)c(C#N)c2c1COC(C)(C)C2	-6	24	0.0	-34*	26	10	8	-2	1
CCOC(=O)N1CCC(NC(=O)c2cc(C(=O)Nc3ccc(S(=O)(=O)N4CCCCC4)cc3)ccc2CO)CC1	-32	6	0.1	-0.9	1	6	4	-20	0
CCCOc1cc(C)c(S(=O)(=O)NCc2cccs2)cc1C	·	·	0.3	·	·	8	4	·	0
CCCCn1c(N)c(N(CCOC)C(=O)c2c(C)noc2C)c(=O)[nH]c1=O	1	6	0.1	3.2	5	1	-5	-1	0
c1nc2ccc(Cc3ccc4nc[nH]c4c3)cc2[nH]1	-1	7	-0.1	64	5	10	4	0	0
CC(C)OC(=O)c1cc(C(=O)c2cc(Br)ccc2O)coc1=N	-10	-8	0.5	1.9	-4	-11	-15	-4	1
Cc1ccccc1C(=O)Nc1ccccc1C(=O)NCc1ccccc1	-1	-1	0.1	0.4	0	7	-4	-3	2
Cc1ccccc1NC(=O)NNC(=O)COc1ccc2ccccc2c1	-12	8	-0.2	-0.9	4	-10	2	-2	0
O=C1/C(=C\c2ccco2)SC(=S)N1Cc1ccccc1	3	16	-0.1	-0.4	10	5	5	-3	6
O=C(NC(=S)N1CCN(CCO)CC1)C12CC3CC(CC(C3)C1)C2	-6	6	0.0	3.7	0	-10	1	-1	0
O=c1c(-c2cccc(Cl)c2)c[nH]n1-c1ccccc1	7	7	0.2	-5.4	3	2	-2	7	6
Cc1c(C)n2c(SCC(=O)N3CCCCC3)nnc2[nH]c1=O	1	-2	0.0	-0.8	4	4	11	-2	1
Cc1csc(SCC(=O)NCc2ccccc2Cl)n1	-1	-1	-0.1	-2.5	-11	20	-1	-1	6
CC(C)NC(=S)N/N=C/c1ccc2c(c1)OCCO2	-9	12	-0.2	-0.1	9	39	1	0	2
CCN1CCN(C(=S)c2ccc(OCC(=O)NCc3ccccc3)cc2)CC1	2	-2	-0.1	-0.1	4	0	1	1	1
COc1cc(NC(=O)c2cccnc2)c(Cl)cc1NC(=O)c1ccc(Cl)cc1	3	-1	0.0	-3.4	5	1	10	3	1
O=C(NCc1ccccn1)c1ccc(CNS(=O)(=O)c2cccc(C(F)(F)F)c2)cc1	-2	-3	-0.2	-1.5	1	-10	6	-2	0
O=C(CSc1nnc2ccc(-c3ccccn3)nn12)Nc1ccccc1	1	3	0.0	-1.4	2	24	7	0	2
CCCOc1ccc(-c2c(=O)n(O)c3ccccc3[n+]2[O-])cc1	-8	8	0.1	1.9	1	3	9	-1	0
O=C(NC1CCCCC1)C1CCCN1S(=O)(=O)c1ccc(F)cc1 (stereo not given)	0	11	-0.1	-0.5	9	8	-3	-1	1
CCOC(=O)c1c(NC(=O)c2cccc(N3C(=O)CCC3=O)c2)sc(C)c1C	-1	8	0.0	-2.3	1	18	3	-2	3
CC[n+]1c(/C=C/Nc2ccccc2)oc2ccc(OC)cc21	-3	-27	-0.3	12	-10	i	-153	-4	0
CCC(CC)c1nnc(NC(=O)CS(=O)(=O)c2ccc(C)cc2)s1	-5	8	-0.1	-3.7	4	-3	5	-1	1
COc1ccc(N2CCN(C(=O)c3cccc(NC4=NC5CS(=O)(=O)CC5S4)c3)CC2)cc1 (stereo not given)	-3	3	-0.4	-0.8	3	10	1	1	1
CCN(CC)C(=O)c1cc2c(=O)n3cccc(C)c3nc2s1	-2	9	0.1	0.9	6	-4	7	2	0
Further entries follow:
SMILES	PME-1 inh	MCL1 BIM primary	Efflux pump mplx	MEX-5 binding	BCLXL inh	VLA-4 inh	GLD-1 TGE inh	Fam108B counter	GRK2 inh
O=C(N/N=C/c1ccccn1)c1cc(-c2cccc3ccccc23)n[nH]1	-7	-5	0.2	2.8	-2	0	3	-10	2
Cc1ccc(S(=O)(=O)N(C)C)cc1NC(=O)COC(=O)COc1ccc2c(C)cc(=O)oc2c1	·	·	-0.1	·	·	3	1	·	1
Cc1nc2sc(C(c3ccccc3)N3CCOCC3)c(O)n2n1 (stereo not given)	1	2	0.1	0.2	2	8	0	-2	0
O=C(Nn1c(SCc2cccc([N+](=O)[O-])c2)nc2ccccc2c1=O)c1ccccc1	-8	14	-0.2	1.9	11	-7	-3	-8	2

A portion of the library; rates above refer to the full screens.
